Bioassay records (PubChem)
N370S GC mod = inhibits or activates N370S mutant glucocerebrosidase; P04062; N370S GC spleen homogenate, 4MU-glucoside fluorescence; Potency, µM (top dose mostly 59.4 µM), for inactives: at the top dose activity change, negative = inhibition, actives largely listed as inhibitors; 0.092% of 330,000 active; AID 2101;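 also: 0% = full enzyme activity and -100% = no enzyme basal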
TDP1 block = TDP1 (human) enzyme inhibition | AID 485290 | Potency, µM (doses to about 130 µM), for inactives: top-dose activity change, negative = inhibition, hits mostly inhibitors | 0.28% of 350,000 active | Q9NUW8 | recombinant TDP1, AlphaScreen DNA substrate cleavage; also: nearly all actives have a fitted effect of over 40% in size
Target sequence (Q9NUW8 whole entry, looked up): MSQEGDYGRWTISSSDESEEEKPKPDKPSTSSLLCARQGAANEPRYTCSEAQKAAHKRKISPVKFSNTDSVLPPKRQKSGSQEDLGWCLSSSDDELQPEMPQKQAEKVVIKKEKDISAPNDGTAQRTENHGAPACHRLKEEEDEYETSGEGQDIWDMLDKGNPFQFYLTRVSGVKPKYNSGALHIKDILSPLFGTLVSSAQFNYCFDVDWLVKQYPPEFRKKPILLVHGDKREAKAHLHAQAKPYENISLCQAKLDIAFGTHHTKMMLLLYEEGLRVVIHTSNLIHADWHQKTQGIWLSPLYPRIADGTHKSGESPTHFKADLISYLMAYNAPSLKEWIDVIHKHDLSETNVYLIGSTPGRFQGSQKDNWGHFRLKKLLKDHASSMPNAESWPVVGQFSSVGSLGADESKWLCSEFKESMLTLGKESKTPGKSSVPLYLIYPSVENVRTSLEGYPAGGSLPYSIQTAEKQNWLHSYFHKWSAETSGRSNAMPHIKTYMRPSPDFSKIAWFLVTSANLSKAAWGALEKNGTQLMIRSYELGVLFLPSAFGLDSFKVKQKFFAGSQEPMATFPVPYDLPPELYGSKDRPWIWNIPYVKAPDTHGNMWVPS
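Here, a 5' biotin and 3' phosphotyrosine-FITC DNA oligonucleotide reports Tdp1 activity: intact substrate bridges AlphaScreen beads, while cleavage leaves a 3' phosphate and drops signal. All incubations at room temperature.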
FEN1 inhibitor = inhibitors of human flap endonuclease 1; Recombinant FEN1 flap cleavage, fluorescence, 15 min; AID 588795; P39748; 0.35% of 390,000 active; Potency, µM (titrated, usually from 114 µM), without a hit: at the highest dose activity change, negative = inhibition, hits mostly inhibitors; also: nearly all actives have a fitted effect of over 65% in size
Target sequence (P39748 whole entry, looked up): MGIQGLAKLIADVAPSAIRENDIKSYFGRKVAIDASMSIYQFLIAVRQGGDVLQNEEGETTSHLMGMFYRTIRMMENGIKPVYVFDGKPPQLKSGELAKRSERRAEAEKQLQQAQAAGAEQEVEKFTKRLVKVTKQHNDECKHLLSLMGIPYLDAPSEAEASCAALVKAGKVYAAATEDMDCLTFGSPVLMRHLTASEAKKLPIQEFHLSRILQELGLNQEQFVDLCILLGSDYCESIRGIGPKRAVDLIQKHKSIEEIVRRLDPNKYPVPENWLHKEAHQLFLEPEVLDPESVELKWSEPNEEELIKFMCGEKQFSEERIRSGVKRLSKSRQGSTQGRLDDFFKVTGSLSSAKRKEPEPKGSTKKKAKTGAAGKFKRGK
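Reaction started by adding substrate (50 nM final) to 10 nM enzyme after 15 min room-temperature compound preincubation. Reads at 0 and 15 min, with data normalized and fitted to a four-parameter Hill equation.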
* marks the source's active call; other numbers are inactive results; ? = inconclusive; nt = no result given; & = joins results of further samples; [ ] = dose if it differs, or a comment. Calls follow the shape of the dose curve; as a rule, active = well fitted curve in the direction sought with a large enough effect; inconclusive = small, poorly fitted or top-dose-only effect, or another doubt; inactive = no such curve, though single readings can be large; an effect the other way counts as inactive or inconclusive. Unless noted, % is scaled to controls: 0 for no effect and ±100 for the full control effect; potency is read from the fitted curve at half-maximal effect.

Each structure is followed by: N370S GC mod, TDP1 block, FEN1 inhibitor
- CCN(CC)C(=O)c1ncn(Cc2ccccc2)c1C(=O)N(CC)CC
    nt, 0.5%, -8.6%
- O=C(CN1CCN(c2ccc(O)cc2)CC1)NC(=O)NCc1ccco1
    -3.8%, -5.5%, 7.1%
- CC1CN(C2CCN(S(=O)(=O)Cc3ccccc3)CC2)CC(C)O1 (stereo not drawn)
    -11.2%, 7.1%, -1.5%
- O=C1CCCc2ccccc2N1Cc1cccc(Cl)c1
    5.7%, -3.9%, 5.6%
- COc1cc(NC(=O)CN2C(=O)c3ccccc3Sc3ccc(C(=O)N4CCCC4)cc32)cc(OC)c1
    nt, 1.9%, 2.8%
- CC(C)COc1ccc(CNC(=S)Nc2ccccc2)cc1Cl
    -4.8%, nt, -1.0%
- CCOC(=O)CCC(NC(=O)CCC(=O)NC(CCC(=O)OCC)C(=O)OCC)C(=O)OCC (stereo not drawn)
    -0.5%, 3.0%, 1.2%
- CCOC(=O)C1CCCN(S(=O)(=O)c2cc(Br)cc3c2N(C(=O)CC)CC3)C1 (stereo not drawn)
    0.4%, 2.5%&5.9%, -6.4%&13.7%
- COCc1cc(C)nc(SCC(=O)Oc2ccc(Cl)cc2)c1C#N
    -4.9%, -14.9%, 2.1%
- CCOc1ccc(C2Nc3ccccc3C(CC)(CC)O2)cc1 (stereo not drawn)
    -5.3%, 1.3%, -5.5%
- COCCN(Cc1ccccc1)C(=O)c1cccc(S(=O)(=O)N(C)c2c(C)n(C)n(-c3ccccc3)c2=O)c1
    -1.1%, 3.5%, -2.9%
- COc1cccc(CNC(=O)COC(=O)CCCNC(=O)c2ccc(Cl)cc2)c1
    -6.0%, nt, 0.9%
- O=c1c2ccccc2cnn1-c1ccc(Cl)cc1
    -9.1%, 2.8%, -5.9%
- NS(=O)(=O)c1cccc(NC(=O)CSc2nnnn2-c2ccccc2)c1
    4.9%, nt, 11.3%
- CCCCCOc1ccc(NC(=O)C(=O)NCCCn2ccnc2)cc1
    -4.4%, -1.0%, 5.0%
- COc1ccc(-c2noc(CCC(=O)N3CCN(c4ccccc4OC)CC3)n2)cc1
    nt, 0.7%[56.1 µM], -12.8%
- Cc1nc(N2CCN(c3ccccc3)CC2)nc2c1C(=O)CC(C)C2 (stereo not drawn)
    -8.0%, -1.9%, -16.5%
- CCn1cc(C(=O)NCc2ccc(C)cc2)c(=O)c2cc(S(=O)(=O)N(C)C3CCCCC3)ccc21
    nt, -2.3%, 2.9%
- Cc1cc(C)c(NC(=O)CSc2nc3ncc(Br)cc3[nH]2)c(C)c1
    -7.0%, -2.6%, -14.6%
- Cc1ccccc1NC(=O)COC(=O)C1CC2CCCC(C1)C2=O (stereo not drawn)
    nt, -0.2%, 0.9%
- Cc1ccsc1CN(C)CC(=O)Nc1ccc([N+](=O)[O-])cc1Cl
    1.3%, 6.6%, -3.8%
- Cc1ccccc1-c1nc(CN2CCC(C(=O)NCCCN3CCOCC3)CC2)c(C)o1
    0.4%, -1.1%, -14.2%
- CN(C[C@H](Cc1ccccc1)N(C[C@H](CC1CCCCC1)N(CCc1ccccc1)N=O)N=O)N=O
    -5.2%, 2.6%, 4.3%
- Cc1nc(SCC(=O)N2CCOCC2)c2c(=O)n(C)c(=O)n(CC(C)C)c2n1
    nt, 0.0%, -6.7%
- COC(=O)c1ccccc1NC(=O)COC(=O)c1cccnc1
    -4.6%, 3.6%, 2.6%
- CSc1ncccc1C(=O)Nc1ccc(S(=O)(=O)N2CCCC2)cc1
    nt, 1.6%, 13.3%
- COc1ccc(OC)c(C(c2nnnn2C(C)(C)C)N2CCc3ccccc3C2)c1 (stereo not drawn)
    5.1%, 4.9%, -0.4%
- COc1nc(NCCc2ccc(OC)c(OC)c2)nc(OC)n1
    -19.9%, 2.0%, 9.3%
- CCN(CC)CCSc1nc2ccccc2n1Cc1ccccc1
    4.4%, 9.3%, 7.4%
- CC(C)(C)c1nnc(NC(=O)C2c3ccccc3Oc3ccccc32)s1
    ?, nt, ?
- CC1=NN(C(N)=S)C(=O)C1N=Nc1ccccc1 (stereo not drawn)
    -8.9%, 6.5%, 0.8%
- O=C(Nc1ccccc1C(F)(F)F)c1cc2ccccc2o1
    4.2%, nt, 18.0%
- COc1cc2c(cc1OC)CN(C(=O)/C=C/c1cccc([N+](=O)[O-])c1)CC2
    -12.1%, 12.8%, -25.4%
- CCCc1cc(=O)n2c([nH]c3ccccc32)c1C#N
    ?, -2.3%, 1.9%
- CCOc1ccc(NC(=O)CSc2nc(=O)n(CCN3CCOCC3)c3c2CCCC3)cc1
    0.4%, nt, -6.3%
- CN1C(=O)c2ccccc2C(C(=O)O)C1c1cccc([N+](=O)[O-])c1 (stereo not drawn)
    0.7%, 2.7%, -13.8%
- CC[C@H](C)[C@H](NC(=O)[C@@H](N)CCC(=O)O)C(=O)N[C@@H](CC(C)C)C(=O)N[C@@H](CC(=O)O)C(=O)N[C@H](C(=O)N1CCC[C@H]1C(=O)N[C@@H](CO)C(=O)N[C@H](C(=O)O)[C@@H](C)O)C(C)C
    -6.7%, 4.3%, nt
- COc1ccccc1C(=O)NCCC(=O)N(C)CC(=O)Nc1ccc(Cl)cc1
    -12.5%, -1.6%, 6.9%
- COC(=O)CSc1nnc(COc2ccc3ccccc3c2)o1
    -6.6%, -3.2%, 0.2%
- Cc1cccc(OCc2nnc(SC(C)C(=O)O)n2-c2ccccc2)c1 (stereo not drawn)
    1.0%, nt, 14.1%

Among those listed so far, 2 have two or more sulfur atoms:
Each structure is followed by: N370S GC mod, TDP1 block, FEN1 inhibitor
- NS(=O)(=O)c1cccc(NC(=O)CSc2nnnn2-c2ccccc2)c1
    4.9%, nt, 11.3%
- CSc1ncccc1C(=O)Nc1ccc(S(=O)(=O)N2CCCC2)cc1
    nt, 1.6%, 13.3%

(next part)
Each structure is followed by: N370S GC mod, TDP1 block, FEN1 inhibitor
- COc1ccc(-c2cc(-c3ccccc3)nc(SCC(=O)Nc3nccs3)c2C#N)cc1
    -0.4%, 2.7%, -5.1%
- CCn1cc(/C=N/NC(=O)c2ccc3c(c2)OCO3)cn1
    0.4%, 6.7%, 6.5%
- Cc1cc2cc(CNC(=S)Nc3ccc(OC(F)F)cc3)ccc2[nH]1
    0.8%, 8.2%, -26.7%
- Cn1c(=O)c(/C=C/c2ccc(F)cc2)nc2ccccc21
    20.7%, nt, -1.1%
- CCN(CC)CCN(Cc1cc2ccc(C)cc2[nH]c1=O)C(=O)Nc1ccc(Cl)cc1
    9.5%, 2.8%, 14.0%
- COCCCN1C(=O)N(c2ccc(F)cc2)C(=O)C1CC(=O)Nc1ccccc1 (stereo not drawn)
    -3.2%, nt, 20.0%
- O=C(NC1CC2CCCC(C1)N2Cc1ccco1)NC12CC3CC(CC(C3)C1)C2 (stereo not drawn)
    21.6%, 4.2%, -2.9%
- O=C(NC1CCCc2ccccc21)c1cc(Cl)ccn1 (stereo not drawn)
    -3.0%, -13.0%, 5.4%
- CCOc1ccc(/C=N/NC(=O)c2cccc3ccccc23)c(OCC)c1
    0.7%, 4.1%, -1.7%
- COc1ccc(C(=O)Nc2ccc(OCC(=O)N3CCOCC3)cc2)c(OC)c1OC
    4.4%, 3.6%, -3.3%
- COC1OC(COC(=O)c2ccccc2)C(OC(=O)c2ccccc2)C1OC(=O)c1ccccc1 (stereo not drawn)
    -18.3%, nt, -19.8%
- COc1cccc(OCC(=O)O/N=C(\N)c2ccncc2)c1
    1.6%, 2.5%[0.0935 µM], 1.0%
- COC(=O)c1c(C(=O)OC)c(-c2cccc(F)c2)n2c1CS(=O)(=O)C2
    -25.6%, nt, -10.6%
- CC(=O)Cn1cnc2c(sc3nc(C)cc(C)c32)c1=O
    0.0%, nt, 13.1%
- N#Cc1ccc(Cl)cc1NC(=O)CSc1cccc[n+]1[O-]
    nt, 0.7%, -3.9%
- Cc1ccc(N2C(=O)C3CC3C2=O)cc1 (stereo not drawn)
    -21.0%, 1.2%, 7.3%
- O=C(Nc1ccc(S(=O)(=O)Nc2cnc3ccccc3n2)cc1)c1ccc(Cl)c([N+](=O)[O-])c1
    -1.2%, nt, 5.6%
- Cc1ccc2cccc(OCc3ccccc3)c2n1
    4.9%, 2.8%, -11.7%
- Cc1ccccc1OCC(=O)N(Cc1ccc(N(C)C)cc1)CC1CCCO1 (stereo not drawn)
    nt, 9.3%, 0.9%
- O=C(CSc1ncc(-c2ccccc2)nn1)NCc1ccco1
    0.6%, -1.1%, 0.9%

3 compounds from above with just FEN1 inhibitor and N370S GC mod.
SMILES | FEN1 inhibitor | N370S GC mod
CCOC(=O)C1CCCN(S(=O)(=O)c2cc(Br)cc3c2N(C(=O)CC)CC3)C1 (stereo not drawn) | -6.4%&13.7% | 0.4%
COCc1cc(C)nc(SCC(=O)Oc2ccc(Cl)cc2)c1C#N | 2.1% | -4.9%
CCOc1ccc(C2Nc3ccccc3C(CC)(CC)O2)cc1 (stereo not drawn) | -5.5% | -5.3%

Next section.
Each structure is followed by: N370S GC mod, TDP1 block, FEN1 inhibitor
- COc1ccc(OC)c(N(CC(=O)N2CCc3ccccc3C2)S(C)(=O)=O)c1
    -13.8%, 2.0%, -0.2%
- Cc1nc(SCC(=O)c2ccc(F)c(F)c2)[nH]c(=O)c1Oc1ccc(F)cc1
    -2.8%, -5.1%, -4.1%
- O=C(N/N=C/c1ccccc1O)NC12CC3CC(CC(C3)C1)C2
    ?, nt, -28.5%
- O=C(CSc1nnc(C2CC2)n1C1CC1)c1ccc(F)c(F)c1
    nt, 2.7%, -1.1%
- COc1cc(C)c(N(C(C)=O)c2ccccc2)c(C)c1
    -0.9%, 0.0%, 0.0%
- Cc1cc(C)cc(NC(=O)Cn2c(=O)n(Cc3ccc4c(c3)OCO4)c(=O)c3oc4ccccc4c32)c1
    nt, 0.0%, -7.5%
- O=c1n(Cc2ccccc2Cl)c2ccccc2c2nc(-c3ccccc3)nn12
    nt, 3.8%, 6.1%
- CCc1ccc(Nc2ncccc2C#N)cc1
    0.6%, -4.4%, -4.5%
- COc1ccccc1C(=O)Nc1sc2c(c1C(N)=O)CCCC2
    3.8%, nt, -0.6%
- O=C(CN(C(=O)c1csnn1)c1ccccc1F)NC1CCCCC1
    2.1%, 9.9%, 2.4%

2 records picked at random from the list so far, as already listed:
Each structure is followed by: N370S GC mod, TDP1 block, FEN1 inhibitor
- Cc1nc(SCC(=O)c2ccc(F)c(F)c2)[nH]c(=O)c1Oc1ccc(F)cc1
    -2.8%, -5.1%, -4.1%
- Cc1cc(C)cc(NC(=O)Cn2c(=O)n(Cc3ccc4c(c3)OCO4)c(=O)c3oc4ccccc4c32)c1
    nt, 0.0%, -7.5%

Other entries.
Each structure is followed by: N370S GC mod, TDP1 block, FEN1 inhibitor
- COC(=O)C(C)SC1=N/C(=C/c2ccc(-n3cncn3)cc2)C(=O)N1 (stereo not drawn)
    10.7%, -4.3%, 1.9%
- CN(C)S(=O)(=O)c1cccc(NC(=O)Cn2cnc3ccccc3c2=O)c1
    -24.2%, 7.8%, -12.1%
- CCN=C1S/C(=C\c2cc(Cl)c(OC)c(OC)c2)C(=O)N1CC
    6.5%, nt, -1.2%
- COc1cccc(C2/C(=C(/O)c3cnn(-c4ccccc4)c3C)C(=O)C(=O)N2CCN(C)C)c1 (stereo not drawn)
    4.3%, 3.7%, 0.1%
- Cc1ccc(C(OCC(O)CNC(C)c2ccccc2)c2ccccc2)cc1 (stereo not drawn)
    -14.7%, -9.8%, 12.8%
- O=[N+]([O-])c1ccc(N/N=C2\CC3CC=CC23)cc1 (stereo not drawn)
    0.9%, 8.1%, 1.5%
- O=C(Nn1cnnc1)c1ccc(F)cc1
    -21.3%, nt, -5.2%
- CC(C)C(=O)Nc1c2c(nn1-c1ccc(F)cc1)CS(=O)(=O)C2
    -7.5%, nt, 17.9%
- COc1ccc(C(=O)CCC(=O)Nc2ccc(OC)c(Cl)c2)cc1
    nt, 6.6%, -3.8%
- Cc1cc(C)cc(CC2CC(=O)N(c3cc(C)ccc3C)C2=O)c1 (stereo not drawn)
    -21.4%, -2.2%, -1.5%
- COc1ccc2[nH]cc(CCNC(=S)NC3CCCC3)c2c1
    -2.7%, 2.7%, -1.4%
- COc1ccc(CN(C(=O)CSc2nnc(-c3ccccc3F)o2)c2ccc(F)cc2)cc1
    -3.4%, 3.3%, 16.3%
- Cc1ccc(NC(=O)c2ccc(NC(=O)c3ccccc3)cc2)cc1C
    ?, 3.8%, -2.3%
- Oc1ccc(-c2csc(Nc3cccnc3)n2)cc1
    -13.9%, 7.7%, -13.7%
- N#Cc1c(C(F)(F)F)cc(C2CC2)nc1N1CCCC1
    ?, nt, -3.4%
- COc1ccc(C(=O)NC(=S)N2CCNC(=O)C2)cc1Br
    2.3%, 2.5%, -1.5%
- COc1ccc(N2C(=O)C(CN3CCN(C)CC3)C2c2ccccc2)cc1 (stereo not drawn)
    15.9%, 2.7%, 2.3%
- CCOc1ccc(N2CC(C(=O)Nc3ccccc3F)CC2=O)cc1 (stereo not drawn)
    -3.0%, 0.7%, 0.2%
- Cc1ccc(C)c(NC2=NCC(=O)N2C2CCCCC2)c1
    9.6%, 4.4%, -13.7%
- CC(=O)Nc1cc(-c2ccccc2)ccc1O
    -9.6%, 6.3%, -2.6%
- CCOC(=O)C1CCC(CN(Cc2ccccc2)S(=O)(=O)c2ccc(Cl)cc2)CC1 (stereo not drawn)
    nt, -13.0%, -19.2%
